Screening results deposited in PubChem by several laboratories.
West Nile virus CPE – West Nile virus antiviral activity, cell-based, CPE readout (AID 1621) | hit rate 0.02% among 290,000 | West Nile virus-infected cells, CPE inhibition; higher % means a stronger effect | CPE inhibition, % at 10 µM, or IC50 in µM where a hit was titrated; in the data active = a potency from the dose series; also: strong numbers were not always called active
XIAP displacement – XIAP antagonists, biochemical, IAP family, fluorescence polarization (AID 1018) | XIAP BIR domain, fluorescence polarization peptide displacement; higher % means a stronger effect | hit rate 0.007% among 200,000 | one-dose displacement, % at 20 µM; IC50 in µM for titrated hits; in the data active = displacement above about 50%; also: a part of the inactive calls stands beside numbers as strong as those of hits
ER stress rescue – rescue of cells from ER stress-induced death, primary screen, 384-well, CSM14.1, thapsigargin, ATP luminescence (AID 1222); CSM14.1 thapsigargin-induced death rescue, ATP luminescence; higher % means a stronger effect; one-dose cellular ATP content (survival), % at 20 µM; EC50 in µM for titrated hits; 190,000 tested, under 10 active;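 active = EC50 below 50 µM in the dose-response confirmation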;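 also: death triggered by thapsigargin at about 15 µM added after 2 h compound pretreatment; cell ATP read after overnight thapsigargin exposure of roughly 18 to 22 hours; normalized against plate controls of thapsigargin alone and 5% DMSO vehicle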
WT yeast gro inh – growth inhibition of WT yeast, mitochondrial fusion screen | mitochondrial fusion phenotypic screen, WT strain | inhibition, % at 10 µM | hit rate 2.1% among 190,000; in the data active = inhibition above about 58%; tested in S. cerevisiae
RSV antiviral HEp-2 – RSV antiviral activity via CPE protection, HEp-2 cells, primary 10 µM value included (AID 2391) | one-dose CPE inhibition, % at 10 µM; IC50 in µM for titrated hits | HEp-2 cells, RSV-induced CPE inhibition; higher % means a stronger effect | hit rate 0.13% among 310,000; in the data active = a potency from the dose series; also: strong numbers were not always called active
Dengue-2 NS5 capping – Dengue-2 NS5 methyltransferase inhibitors, primary screen, biochemical, confirmation dose response (AID 588689) | Dengue-2 NS5 methyltransferase capping enzyme assay, biochemical; higher % means a stronger effect | inhibition, % at 25 µM; hits with a dose series show IC50 in µM | hit rate 0.3% among 340,000; in the data active = a potency from the dose series
Yfh1-off respiration – enhancers of respiration in Yfh1-depleted yeast, dose response, Friedreich's ataxia, plus single-dose screen (AID 1465); one-dose fold induction at 50 µM; EC50 in µM for titrated hits; hit rate 0.074% among 220,000; S. cerevisiae Yfh1-off respiration, WST-1 reduction, 72 h; higher fold induction means a stronger effect;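 active = fold induction of absorbance versus untreated yeast above a set limit, then at least 30% activation at any dose in follow-up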;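 also: activators that raise dye reduction in frataxin-depleted yeast; strong numbers were not always called active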
Large T inhibition – SV40 large T antigen inhibitors, biochemical (AID 1903). inhibition, % at 20 µM, or IC50 in µM where a hit was titrated. SV40 large T antigen ATPase/helicase inhibition assay; higher % means a stronger effect. hit rate 0.39% among 310,000; in the data active = a potency from the dose series; also: strong numbers were not always called active
UTI89 phage lysis – inhibition of K1F phage lysis, E. coli UTI89, bacterial capsule biogenesis inhibitors, alamar blue (AID 488966); hit rate 0.02% among 340,000; E. coli UTI89 K1F phage lysis, alamar blue, 2 h; higher % means a stronger effect; inhibition, % at 100 µM, or IC50 in µM where a hit was titrated;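 active = phage lysis inhibition, versus mean bacterial control, above a set limit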;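 also: capsule biogenesis inhibitors block K1F phage lysis so surviving cells raise fluorescence; higher fluorescence means more inhibition of phage lysis; actives were called in the ten point dose series up to 300 µM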
WT yeast gro inh mutant strain – also measured in WT yeast gro inh; calls as there; inhibition, %; mitochondrial fusion phenotypic screen, mutant strain inhibition
Dengue-2 NS5 capping pilot replicate – also measured in Dengue-2 NS5 capping; calls as there; inhibition, %; measured here: pilot screen replicate inhibition
Numbers without * were called inactive; i = inactive; . = no result given; [ ] = remark or other dose.

SMILES	West Nile virus CPE	XIAP displacement	ER stress rescue	WT yeast gro inh	WT yeast gro inh mutant strain	RSV antiviral HEp-2	Dengue-2 NS5 capping	Yfh1-off respiration	Large T inhibition	UTI89 phage lysis	others
CCCC(c1nnnn1C(C)(C)CC)N1CCN(C(=O)c2ccco2)CC1 (stereo unspecified)	-0.9%	.	.	.	.	0.7%	3%	.	2%	0.3%
CCCC(=O)Nc1cc(-c2nnc(OC)c3ccccc23)ccc1N1CCCCC1	.	-7.6%	-1.7%	39	34	0.1%	.	.	12%	.
COc1ccc(CNC(=O)C/C(C)=N/NC(=O)Cc2ccc(OC)cc2)cc1	-0.2%	-4.1%	0.7%	-6	-19	0.3%	-5%	i	3%	1.5%
CCCN(C(=O)CSc1cc(-c2ccccc2)c2ccc(OC)cc2n1)C1CCS(=O)(=O)C1 (stereo unspecified)	0.1%	-0.7%	6.9%	39	5	5.9%	0%	i	-6%	0.1%
CCOc1ccc(NC(=O)n2ncc3c(C)cccc32)cc1	-0.4%	.	.	.	.	4.6%	-4%	.	2%	-0.1%
COc1ccc(C(CNC(=O)Nc2cccc(C)c2)N2CCN(C)CC2)cc1 (stereo unspecified)	-0.1%	.	.	.	.	0.4%	11%	.	9%	0.4%
CCCNCc1cc(OC)c(OCC(=O)NCCc2ccccc2)cc1Br	0.2%	-4.6%	-0.6%	-12	-7	0.0%	-3%	i	6%	1.8%[50 µM]
CC(=O)NCC(=O)N1CCCC(C(=O)c2ccc3c4c(cccc24)CC3)C1 (stereo unspecified)	-0.1%	-8.9%	-0.4%	12	10	3.5%	-3%	i	7%	-0.2%
c1csc(-c2ccc(N3CCOCC3)nn2)c1	-2.1%	.	.	.	.	0.4%	-6%	.	6%	-0.1%
C=C(C)c1cccc(C(C)(C)NC(=O)Nc2cc(C)ccn2)c1	-0.5%	-5.6%	-0.7%	-6	0	6.3%	-4%	i	8%	3.0%
Cc1cc(=O)[nH]c(NCCO)n1	0.0%	3.9%	0.6%	-13	-11	-1.1%	2%	i	5%	-0.2%
CSCC[C@H](NC(=O)C1=NN(c2c(F)c(F)cc(F)c2F)C(=O)CC1)c1nc2ccccc2[nH]1	0.0%	.	.	.	.	0.5%	-15%	i	7%	-0.2%

Overlap with the part before: 4 compounds; new compounds follow.
SMILES	West Nile virus CPE	XIAP displacement	ER stress rescue	WT yeast gro inh	WT yeast gro inh mutant strain	RSV antiviral HEp-2	Dengue-2 NS5 capping	Yfh1-off respiration	Large T inhibition	UTI89 phage lysis	others
c1csc(-c2ccc(N3CCOCC3)nn2)c1	-2.1%	.	.	.	.	0.4%	-6%	.	6%	-0.1%
C=C(C)c1cccc(C(C)(C)NC(=O)Nc2cc(C)ccn2)c1	-0.5%	-5.6%	-0.7%	-6	0	6.3%	-4%	i	8%	3.0%
Cc1cc(=O)[nH]c(NCCO)n1	0.0%	3.9%	0.6%	-13	-11	-1.1%	2%	i	5%	-0.2%
CSCC[C@H](NC(=O)C1=NN(c2c(F)c(F)cc(F)c2F)C(=O)CC1)c1nc2ccccc2[nH]1	0.0%	.	.	.	.	0.5%	-15%	i	7%	-0.2%
CN(Cc1ccccc1)C(=O)NC1CCCCC1	0.2%	-8.3%	-2.1%	12	8	1.6%	-7%	i	2%	0.1%	Dengue-2 NS5 capping pilot replicate=-5.0
COCCN1C(=O)N[C@@H](c2ccccc2)[C@H](C(C)=O)[C@H]1C	-0.4%	.	.	.	.	1.5%	0%	i	7%	0.1%
COc1cccc(CNCc2ccccn2)c1OC	0.1%	0.0%	-2.0%	0	-29	-0.1%	3%	i	-3%	1.9%
CSc1ncc(Cl)c(C(=O)Nc2nnc(SC)s2)n1	0.3%	-3.9%	-0.4%	4	10	1.2%	5%	i	5%	0.8%
CCCC(=NC(C)CC)C1=C(O)CC(c2ccccc2)CC1=O (stereo unspecified)	-0.6%	.	.	.	.	-0.5%	-7%	.	8%	-0.1%
CN(C)c1ccc(/C=C(\Cl)c2nc3ccccc3s2)cc1	0.0%	-0.7%	-0.6%	33	11	1.3%	6%	i	4%	1.9%[50 µM]
O=[N+]([O-])c1c(NCCO)cc(N2CCCCCC2)c2nonc12	-0.8%	.	.	.	.	0.7%	-5%	.	-3%	-0.8%
CC(C)CN(C(=O)c1cccc(F)c1)c1c(N)n(CC(C)C)c(=O)[nH]c1=O	0.1%	.	.	.	.	0.9%	-9%	.	6%	0.1%
CCOc1ccc(C(=O)CCC(=O)N(CC)CC(=O)Nc2c(F)cccc2F)cc1	.	.	.	.	.	0.1%	-16%	.	9%	-1.4%
O=C(Cc1ccccc1)Nc1ccccc1C(=O)O	1.0%	-7.8%	1.1%	-4	-2	2.3%	-3%	i	11%	0.5%
CCN(CC)CCN(Cc1cc2cc(C)ccc2[nH]c1=O)C(=O)Nc1ccccc1OC	0.1%	-6.0%	.	8	13	-1.4%	1%	i	5%	0.9%
O=C(NCC1CCCO1)c1c(O)c2cccc3c2n(c1=O)CCC3 (stereo unspecified)	-0.3%	-6.8%	-1.4%	-4	5	-0.1%	2%	i	-3%	0.2%
CSc1ccccc1OCc1cc(C(=O)NC(C)Cn2cncn2)no1 (stereo unspecified)	-0.5%	.	.	.	.	2.1%	-2%	.	21%	-0.8%[50 µM]
COc1cccc(-c2nc(CS(=O)(=O)CC(=O)NC3CCC(C)CC3)c(C)o2)c1 (stereo unspecified)	-0.6%	.	.	.	.	10%	-6%	.	8%	0.2%
CC(C)c1ccc(Nc2c([N+](=O)[O-])c(=O)n(C)c3ccccc23)cc1	-0.4%	.	.	.	.	2.1%	-2%	i	10%	0.1%
Cc1cccc(-c2cc(N)n(-c3ccccc3)n2)c1	-0.7%	-5.3%	.	.	.	.	1%	i	1%	1.6%
CC(C)N(N=Nc1ccc([N+](=O)[O-])cc1)C(C)C	-1.0%	-2.1%	-1.6%	29	4	1.6%	-4%	i	1%	0.2%
COc1ccccc1OCC(=O)NC1CCCCCC1	-0.5%	-3.5%	-0.6%	9	-2	3.0%	-4%	i	0%	0.5%
COCC1CCCCN1C(=O)CCCn1nnnc1CN1CCC(C)CC1 (stereo unspecified)	-0.1%	.	.	.	.	1.4%	-6%	.	11%	1.1%[50 µM]
Cc1cc(C)n(-c2nnc(C)n2NC(=O)c2cccc(Cl)c2)n1	-0.3%	-3.2%	-6.3%	0	-7	0.3%	-4%	i	5%	0.2%
O=C(c1ccccc1Sc1ccc([N+](=O)[O-])cc1)N1CCCCC1	-0.3%	-18%	-2.7%	6	-13	0.9%	2%	i	5%	4.8%
CC(=O)N1[C@@H]2CC3C4CC=C5C[C@@H](O)CC[C@]5(C)C4CC[C@]3(C)[C@@]21C(C)=O (stereo partly specified)	-0.6%	-3.8%	0.3%	36	48	1.1%	3%	i	7%	0.2%
COC(=O)[C@H](Cc1ccccc1)NC(=O)Nc1ccc(OC)cc1	0.4%	.	.	.	.	.	8%	i	10%	-0.5%
O=c1c2cccnc2nc2n1CCCCC2	-0.1%	-4.2%	0.8%	10	9	1.9%	-6%	i	-6%	1.8%

Among those listed so far, these contain fluorine:
SMILES	West Nile virus CPE	XIAP displacement	ER stress rescue	WT yeast gro inh	WT yeast gro inh mutant strain	RSV antiviral HEp-2	Dengue-2 NS5 capping	Yfh1-off respiration	Large T inhibition	UTI89 phage lysis	others
CSCC[C@H](NC(=O)C1=NN(c2c(F)c(F)cc(F)c2F)C(=O)CC1)c1nc2ccccc2[nH]1	0.0%	.	.	.	.	0.5%	-15%	i	7%	-0.2%
CC(C)CN(C(=O)c1cccc(F)c1)c1c(N)n(CC(C)C)c(=O)[nH]c1=O	0.1%	.	.	.	.	0.9%	-9%	.	6%	0.1%
CCOc1ccc(C(=O)CCC(=O)N(CC)CC(=O)Nc2c(F)cccc2F)cc1	.	.	.	.	.	0.1%	-16%	.	9%	-1.4%

Later entries
SMILES	West Nile virus CPE	XIAP displacement	ER stress rescue	WT yeast gro inh	WT yeast gro inh mutant strain	RSV antiviral HEp-2	Dengue-2 NS5 capping	Yfh1-off respiration	Large T inhibition	UTI89 phage lysis	others
CC(=O)C1=C(C)OC(N)=C(C#N)C1c1ccncc1 (stereo unspecified)	0.3%	3.3%	.	-19	-30	0.0%	8%	i	3%	0.5%
CCOc1ccc(NC(=S)Nc2ccc(OC)cc2)cc1	0.5%	-5.1%	-0.6%	-2	14	2.2%	-9%	i	1%	-0.7%
CCN(CC(=O)N1CCOCC1)S(=O)(=O)c1ccc(F)cc1	0.7%	.	.	.	.	4.2%	4%	.	9%	0.3%
O=C1C=C(c2cccs2)CC(c2cccs2)C1n1cnc([N+](=O)[O-])c1 (stereo unspecified)	-0.2%	-3.8%	2.4%	21	6	3.8%	2%	i	0%	0.0%
O=C(NCCn1cccn1)C1CCC(=O)N(CCc2ccc(Cl)cc2)C1 (stereo unspecified)	-0.5%	.	.	.	.	0.6%	-11%	.	4%	0.1%
CCOc1ccc(OCC)c(NS(=O)(=O)c2ccc3c(c2)n(C)c(=O)c(=O)n3C)c1	-0.7%	-9.7%	.	-13	0	2.1%	-9%	i	13%	0.1%
O=C(Nc1nccs1)c1cc(-c2ccco2)nc2ccccc12	0.0%	2.9%	-2.7%	7	-3	0.6%	-3%	i	5%	10%
CCN(Cc1ccccc1)C(=O)C(C)OC(=O)c1cc(S(=O)(=O)Nc2c(C)n(C)n(-c3ccccc3)c2=O)ccc1C (stereo unspecified)	-0.2%	-1.0%	1.3%	-3	-3	1.7%	-4%	i	6%	-0.9%
Cc1cccc(C)c1N(CC(O)Cn1c2ccccc2c2ccccc21)S(C)(=O)=O (stereo unspecified)	0.9%	-6.1%	-0.8%	37	-4	2.4%	-3%	i	2%	-1.1%
CC(C)C[C@H](NC(=O)[C@@H]1Cc2ccccc2CN1)C(=O)Nc1ccc(C(C)C)cc1	-0.9%	.	.	.	.	1.3%	4%	.	23%	0.3%
O=C(Nc1cc([N+](=O)[O-])ccc1N1CCOCC1)c1ccco1	0.0%	1.0%	-0.9%	15	20	1.5%	-5%	i	-7%	0.1%
Cc1cc(C)cc(OCC(O)CN2CCC(CN3C(=O)c4cccc5cccc(c45)C3=O)CC2)c1 (stereo unspecified)	.	.	.	.	.	6.9%	-13%	.	3%	0.3%[50 µM]
Cc1ccc(N(CC(=O)NCC2CCCO2)C(=O)CCC(=O)Nc2nccs2)cc1 (stereo unspecified)	-0.1%	.	.	.	.	3.4%	-8%	.	10%	0.2%
CCCCONc1ncnc2nonc12	0.0%	-4.1%	-0.6%	-1	-19	1.4%	-1%	i	20%	0.5%
COc1cccc2cc(C(C)N(CCCN3CCOCC3)C(=S)Nc3cc(C)cc(C)c3)oc12 (stereo unspecified)	-0.8%	-3.6%	.	19	25	0.0%	-9%	i	5%	0.3%
CCCCN(C(=S)NC(=O)c1ccccc1)c1c(N)n(Cc2ccccc2)c(=O)[nH]c1=O	-0.1%	-3.1%	-4.0%	-8	-3	0.7%	4%	i	21%	-0.1%
CCN1CCN(C(=O)C2CCCN(c3ncnc4c3nc3n4CCCCC3)C2)CC1 (stereo unspecified)	0.2%	.	.	.	.	0.4%	-4%	.	5%	0.1%
CNc1nc(C)c([N+](=O)[O-])c(Nc2ccc(OC)cc2)n1	-0.6%	.	.	.	.	6.9%	3%	.	11%	0.0%
